# Bioassay records from PubChem.
# CSN deneddyl inh – inhibitors of CSN-mediated cullin deneddylation, primary screen, biochemical, fluorescence polarization, uHTS; inhibition, % at 12.5 µM; 360,000 compounds, 0.38% hits; COP9 signalosome complex subunit 5 (Homo sapiens), Q92905; Purified CSN, SCF-Nedd8-OG deneddylation;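 active = pattern-corrected inhibition above about 35%, with an unprinted fluorescence ratio check between 0.5 and 1.5, limit read from the data, passing the limit was not always enough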;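 also: 0% = enzyme with substrate and 100% = substrate without enzyme; some results filed as inactive read as strong as hits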
#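 Schedule: reaction 90 min, room temperature / Assay system: HEK293T-derived human Csn5 enzyme / Input: Csn5 at 0.24 nM final / Measure: inhibition of Csn5 cleavage, % / Control set: substrate-only high control, full reaction low control / Technique: fluorescence polarization of the substrate / Buffer or medium: Tris/NaCl/DTT buffer, pH 7.5 / Reagent: SCFSkp2-Nedd8OG substrate at 10 nM final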
# SUMO1 PPI mod – modulators of SUMO1 protein-protein interactions, primary screen, biochemical, uHTS; Small ubiquitin-related modifier 1 (Homo sapiens), P63165; SUMO1 binding to a labelled peptide, TR-FRET, 1 h; inhibition, % at 20 µM; 360,000 compounds, 0.33% hits; AID 602429, 2012; in the data active = inhibition above about 37%
# Target sequence (P63165 whole entry, looked up): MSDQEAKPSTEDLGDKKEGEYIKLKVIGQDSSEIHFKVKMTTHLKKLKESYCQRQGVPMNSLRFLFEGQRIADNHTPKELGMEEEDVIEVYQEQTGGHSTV
# NadD block – inhibitors of S. aureus NadD, primary screen, biochemical, colorimetric, uHTS. inhibition, % at 20 µM. Nicotinate-nucleotide adenylyltransferase NadD (Staphylococcus aureus N315). 360,000 compounds, 0.78% hits. purified NadD enzyme, colorimetric absorbance read-out; in the data active = inhibition above about 26%; also: some compounds past the cut are filed as inactive
# STEP block – STEP phosphatase inhibitors, primary screen, biochemical, fluorescence intensity, uHTS. inhibition, % at 20 µM. recombinant STEP, OMFP fluorogenic substrate. Tyrosine-protein phosphatase non-receptor type 5 (Homo sapiens), P54829. 360,000 compounds, 0.25% hits;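 active = inhibition at 20 µM, scaled per plate between control wells, above about 37%, limit read from the data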;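 also: 0% = DMSO with enzyme and substrate and 100% = substrate only without enzyme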
#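 material = STEP tyrosine phosphatase | reagent = fluorogenic phosphatase substrate OMFP at 25 µM final | doses = single compound dose of 20 µM, 1% DMSO final | schedule = 20 min reaction, room temperature, in the dark | measured by = fluorescence, 480/540 nm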
# Tb MetRS inh – T. brucei MetRS inhibitors, primary screen, biochemical, luminescence | methionyl-tRNA synthetase (Trypanosoma brucei brucei) | 360,000 compounds, 0.4% hits | purified T. brucei MetRS, ATP depletion, Kinase-Glo luminescence | AID 624268, 2012 | inhibition, % at 11.9 µM;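 active = inhibition above a per-plate cutoff of the control wells' mean inhibition plus 3 SD, cut at about 5.5% in these data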;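 also: 0% = DMSO wells median and 100% = median of wells with control inhibitor compound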
#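 Assay system: T. brucei methionyl-tRNA synthetase, purified | Medium: HEPES buffer with MgCl2, KCl, DTT, spermine, BSA, pyrophosphatase | Compound: 11.9 µM single point | Incubation: 15 min enzyme-compound preincubation, 2 h reaction, 10 min detection, 25 °C | Measured by: Kinase-Glo luciferase luminescence reporting remaining unconsumed ATP | Measure: % inhibition normalized to control-well medians | Replication: Singlicate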
# Scp1 inh – Scp-1 phosphatase inhibitors, primary screen, biochemical, colorimetric, uHTS. AID 493091, 2011. inhibition, % at 20 µM. Recombinant Scp1, phosphopeptide, malachite green phosphate absorbance. 340,000 compounds, 0.88% hits;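 active = inhibition above about 50% at 20 µM, limit read from the data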;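 also: plate controls were DMSO wells with enzyme for no effect and wells lacking enzyme for full effect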
# Target sequence (Q9GZU7 76-261 limits assumed): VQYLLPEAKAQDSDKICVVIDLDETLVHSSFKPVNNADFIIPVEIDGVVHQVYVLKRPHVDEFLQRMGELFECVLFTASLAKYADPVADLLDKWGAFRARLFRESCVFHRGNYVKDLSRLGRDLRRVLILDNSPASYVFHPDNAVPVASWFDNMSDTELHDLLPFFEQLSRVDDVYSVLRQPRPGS
#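 Test system: SCP-1 phosphatase catalytic domain, residues 76-261 | Compound dosing: One concentration, 20 µM, with 1.0% DMSO | Schedule: 45 min room-temperature reaction, 5 min colour, 30 min stabiliser | Detection: Absorbance at 630 nm | Read-out basis: % inhibition of SCP-1 phosphate liberation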
# DNMT1 inh – human DNMT1 methyltransferase inhibitors, primary screen, biochemical, molecular beacon, fluorescence, HinP1I cleavage, uHTS | inhibition (reported as % activation of signal), % at 10 µM | DNA (cytosine-5)-methyltransferase 1 (Homo sapiens), P26358 | 360,000 compounds, 0.83% hits | AID 588458, 2011; in the data active = inhibition above about 50%
# LMPTP inh – LMPTP phosphatase inhibitors, primary screen, biochemical, fluorescence intensity, uHTS | Low molecular weight phosphotyrosine protein phosphatase (Homo sapiens), P24666 | recombinant LMPTP-A, OMFP fluorogenic substrate | inhibition, % at 20 µM | 360,000 compounds, 0.22% hits;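 active = compounds that cut the enzyme signal by at least half of the control window in the single-dose screen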;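 also: plate controls were DMSO wells with enzyme plus substrate for no effect and substrate without enzyme for full effect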
#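 test system = LMPTP-A | amount = 0.625 nM LMPTP-A final | reagent = fluorogenic phosphatase substrate OMFP at 400 µM final | incubation = 50 min at room temperature | benchmarks = no-enzyme low control, uninhibited high control | medium = Bis-Tris pH 6.0, DTT, detergent | signal = fluorescence intensity of OMFP turnover product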
# Rpn11 block – Rpn11 (PSMD14) deubiquitinase inhibitors, primary screen, biochemical, fluorescence polarization, uHTS; AID 588493, 2011; calls only at 20 µM; 26S proteasome non-ATPase regulatory subunit 14 (Homo sapiens), O00487; human 26S proteasome, Ub4-pepOG fluorescence polarization; 20S core pre-blocked with epoxomicin; 360,000 compounds, 0.59% hits;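 active = inhibition at 20 µM, scaled to each plate's controls, above about 33%, limit read from the data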
# MLLE-PAM2 inh – inhibitors of PABP1 MLLE–PAM2 peptide binding, primary screen, biochemical, fluorescence polarization, FITC-PAM2, GST-MLLE; AID 588489, 2011; inhibition, % at 20 µM; Polyadenylate-binding protein 1 (Homo sapiens), P11940; 360,000 compounds, 0.36% hits; in the data active = inhibition above about 35%, passing the limit was not always enough;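 also: plate controls were DMSO wells with GST-MLLE for no effect and wells lacking GST-MLLE protein for full effect; some results filed as inactive read as strong as hits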
# Target sequence (P11940 whole entry, looked up): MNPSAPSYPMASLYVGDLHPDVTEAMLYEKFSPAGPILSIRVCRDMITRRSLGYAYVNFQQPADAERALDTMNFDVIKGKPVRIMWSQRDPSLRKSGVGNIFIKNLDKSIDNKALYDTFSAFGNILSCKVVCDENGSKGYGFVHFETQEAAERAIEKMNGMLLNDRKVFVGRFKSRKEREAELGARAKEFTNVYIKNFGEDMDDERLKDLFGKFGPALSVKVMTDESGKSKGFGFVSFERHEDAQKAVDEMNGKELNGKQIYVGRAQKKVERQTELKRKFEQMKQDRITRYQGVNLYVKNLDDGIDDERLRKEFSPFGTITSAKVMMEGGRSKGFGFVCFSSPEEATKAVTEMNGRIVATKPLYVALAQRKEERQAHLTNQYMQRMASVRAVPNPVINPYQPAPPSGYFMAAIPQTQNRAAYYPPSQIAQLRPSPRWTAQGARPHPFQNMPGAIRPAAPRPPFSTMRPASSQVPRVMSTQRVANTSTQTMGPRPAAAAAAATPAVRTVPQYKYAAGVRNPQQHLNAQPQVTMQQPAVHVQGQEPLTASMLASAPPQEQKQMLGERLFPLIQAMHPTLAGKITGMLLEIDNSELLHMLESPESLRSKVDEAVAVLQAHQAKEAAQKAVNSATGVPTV
# * marks the source's active call; other numbers are inactive results; i = inactive; · = not tested or not shown. Rows were taken by chance, and some 3.6% of all compounds hit somewhere here.
SMILES,CSN deneddyl inh,SUMO1 PPI mod,NadD block,STEP block,Tb MetRS inh,Scp1 inh,DNMT1 inh,LMPTP inh,Rpn11 block,MLLE-PAM2 inh
COc1ccc(-c2cc(-c3n[nH]c(=S)n3-c3ccccc3Cl)[nH]n2)cc1,3.9,13.0,5.6,-1.5,-1.2,-5.6,2.7,-0.7,i,-67.8
CC(C)(C)c1ccc(C(=O)NNC(=O)Cc2ccccc2)cc1,1.1,-0.5,4.7,1.2,-0.7,3.5,-0.3,-0.1,i,10.9
Nc1nc(-c2ccc([N+](=O)[O-])cc2)cs1,3.0,-26.9,0.4,0.6,-0.1,-16.6,-1.9,-2.1,i,7.7
Cn1c(=O)c2c(nc(N3CCCCCC3)n2CC(O)COc2ccc(Cl)cc2)n(C)c1=O (stereo not given),-3.2,-2.6,8.2,27.8,1.1,-6.0,-1.9,2.9,i,-6.7
COCc1c(C(=O)N2CCN(c3ncccn3)CC2)oc2ccccc12,0.8,3.1,0.4,-1.9,-0.2,-5.0,3.4,-0.3,i,-5.4
CC1CCc2c(C(=O)Nc3cccc(-c4nn[nH]n4)c3)csc2C1 (stereo not given),3.0,31.8,1.2,-1.3,-0.2,-1.8,-1.4,-1.3,i,5.0
Cc1cccc(COCC(CC(C)C)N2CCN(C(=O)c3ccc(C(C)(C)C)cc3)CCC2=O)c1 (stereo not given),1.3,5.0,7.9,3.6,0.2,27.7,-3.0,3.9,i,-5.1
O=C(c1noc2c1CCc1ccccc1-2)N1CCCc2ccccc21,4.0,2.3,-6.4,-0.4,-0.8,-9.7,-1.2,1.9,i,8.7
CCOC(=O)c1[nH]c(C)c(C(=O)NCCCOC(C)C)c1C,-0.1,1.7,-1.9,0.7,0.2,-6.4,-2.4,-1.6,i,1.3
Cc1c(NC(=O)Nc2ccccc2[N+](=O)[O-])c(=O)n(-c2ccccc2)n1C,3.7,-11.9,1.0,0.3,-0.4,-4.5,0.9,-0.4,i,-3.1
O=C(/C=C/c1ccc([N+](=O)[O-])s1)N1CCCC1,-5.7,-17.7,0.7,-2.3,-0.4,-8.3,-4.2,0.7,i,3.4
Cc1ccc([C@H]2N[C@]3(CCCN(Cc4ccc(Cl)cc4)C3=O)[C@H]3C(=O)N(C)C(=O)[C@@H]23)cc1,-1.1,4.0,4.9,1.4,-0.5,·,3.8,-1.8,i,-6.4
COc1ccccc1C(=O)N/C(=C\c1cn(C)c2ccccc12)C(=O)N1CCOCC1,-3.6,-10.3,-1.4,-0.9,-0.4,-2.2,-1.2,-0.9,i,-1.2
CC(C)(C(N)=O)c1ccccc1,0.9,2.9,-7.4,-1.8,-0.5,-9.8,0.3,-1.4,i,6.5
COC(=O)N1N=C(c2ccc(Br)cc2)CC1(O)C(F)(F)F (stereo not given),-10.0,0.5,-5.8,-3.4,-0.5,-4.8,-3.1,-2.1,i,1.3
COC(=O)CCC(C)N1CCC(Oc2ccc(C(=O)NCc3ccccn3)cc2)CC1 (stereo not given),-1.3,-2.9,-2.9,0.1,-0.1,-2.2,3.2,-0.3,i,-2.2
CCOC(=O)N1CCN(c2ccc(C(=O)c3ccccc3)cc2F)CC1,2.5,-3.2,-1.9,4.0,-1.2,-13.4,-3.3,2.2,i,7.6
COc1cc(C=O)ccc1OCc1cn(CC(=O)c2ccc(O)cc2)nn1,-2.6,9.2,-2.9,-2.0,-0.3,-8.0,2.2,0.1,i,-2.0
Cc1cc(COc2ccccc2OCc2cc(C)no2)on1,0.0,0.0,1.3,-1.7,-0.4,-7.0,2.5,-0.8,i,-10.2
CCSc1ccccc1C(=O)n1nnc2ccccc21,2.1,8.1,-9.0,2.6,0.6,-6.5,4.4,-0.7,i,-5.7
O=C(CSc1ncn[nH]1)Nc1c(F)cc(F)cc1Br,-4.0,-1.1,-8.3,-3.8,-0.1,-7.7,-0.5,-2.9,i,-13.3
CCCCN1C(=O)/C(=C2/Sc3ccc(OC)cc3N2CC)SC1=S,-7.8,5.9,-4.3,0.2,-0.2,-2.0,2.2,0.1,i,-5.4
CCOc1c2ccc(C(=O)NCc3ccco3)cc2nn1CCOC,-4.3,-0.3,-2.7,-1.4,0.0,1.2,5.3,-1.1,i,6.0
Cc1cccc(CNS(=O)(=O)c2ccc(-c3cnc(C4CC4)o3)cc2)c1,5.6,-2.0,-1.2,2.2,-0.1,1.1,-2.8,1.7,i,9.3

# In a second layout: results already given.
# Order of values – CSN deneddyl inh | SUMO1 PPI mod | NadD block | STEP block | Tb MetRS inh | Scp1 inh | DNMT1 inh | LMPTP inh | Rpn11 block | MLLE-PAM2 inh
COc1cc(C=O)ccc1OCc1cn(CC(=O)c2ccc(O)cc2)nn1
 : -2.6 | 9.2 | -2.9 | -2.0 | -0.3 | -8.0 | 2.2 | 0.1 | i | -2.0
Cc1cc(COc2ccccc2OCc2cc(C)no2)on1
 : 0.0 | 0.0 | 1.3 | -1.7 | -0.4 | -7.0 | 2.5 | -0.8 | i | -10.2
CCSc1ccccc1C(=O)n1nnc2ccccc21
 : 2.1 | 8.1 | -9.0 | 2.6 | 0.6 | -6.5 | 4.4 | -0.7 | i | -5.7
O=C(CSc1ncn[nH]1)Nc1c(F)cc(F)cc1Br
 : -4.0 | -1.1 | -8.3 | -3.8 | -0.1 | -7.7 | -0.5 | -2.9 | i | -13.3
CCCCN1C(=O)/C(=C2/Sc3ccc(OC)cc3N2CC)SC1=S
 : -7.8 | 5.9 | -4.3 | 0.2 | -0.2 | -2.0 | 2.2 | 0.1 | i | -5.4
CCOc1c2ccc(C(=O)NCc3ccco3)cc2nn1CCOC
 : -4.3 | -0.3 | -2.7 | -1.4 | 0.0 | 1.2 | 5.3 | -1.1 | i | 6.0
Cc1cccc(CNS(=O)(=O)c2ccc(-c3cnc(C4CC4)o3)cc2)c1
 : 5.6 | -2.0 | -1.2 | 2.2 | -0.1 | 1.1 | -2.8 | 1.7 | i | 9.3

# Next records
SMILES,CSN deneddyl inh,SUMO1 PPI mod,NadD block,STEP block,Tb MetRS inh,Scp1 inh,DNMT1 inh,LMPTP inh,Rpn11 block,MLLE-PAM2 inh
COc1ccc([C@@]2(O)c3c(ccc(CC=C(C)C)c3O)NC(=O)[C@@H]2OC)cc1,0.0,-3.7,0.3,0.4,0.6,1.4,1.5,1.2,i,-15.9
CC(=O)Nc1ccc(NC(=O)c2ccc(NC(=O)c3ccccc3)cc2)cc1,6.3,2.6,17.4,-1.8,-0.5,9.8,27.4,2.5,i,3.0
Cc1ccc2cc(/C=N/NC(=O)[C@@H]3CCCN3)c(Cl)nc2c1,-3.6,-27.8,-5.4,0.3,0.1,-12.8,16.2,-2.2,i,3.6
O=C(Nc1ccccn1)c1cccc(S(=O)(=O)N2CCCC2)c1,4.6,2.5,1.8,0.5,-0.5,3.8,0.0,-0.2,i,-1.4
Cc1ccc(O)c(NC(=S)NC(=O)/C=C/c2ccco2)c1,20.4,20.2,13.1,0.8,0.4,-1.3,13.6,2.3,i,17.3
Cc1ccc(C(=O)Nc2cccc3cccnc23)cc1C,-3.6,-6.8,-4.7,1.1,-1.4,-3.9,1.3,1.7,i,3.8
CC(=O)Nc1ccc(C(=O)Nc2nnc(CCc3ccccc3)s2)cc1,8.1,-5.5,2.6,1.1,1.8,-5.1,2.0,1.0,i,-5.3
O=C1OCCN1C(=O)[C@H]1[C@H](c2ccc([N+](=O)[O-])cc2)C(c2cccc(Cl)c2)=NN1c1ccccc1,-3.4,4.7,13.3,-5.1,-0.2,-10.7,-7.1,2.1,i,-3.0
Cc1ccc(S(=O)(=O)NCC(=O)OCc2cc(=O)oc3cc(C)ccc23)cc1,-0.4,-5.8,-2.4,-2.5,-0.4,2.8,0.0,1.0,i,1.2
O=C(c1ccco1)N1CCN(C(=O)c2cn(-c3ccccc3)nc2-c2ccc(F)cc2)CC1,-0.1,0.4,0.7,1.7,-0.4,-4.2,-0.1,-0.1,i,11.9
COc1ccc(OC)c(/C(O)=C/C(=O)C(=O)Nc2ccccc2OC)c1,3.2,-1.7,0.7,1.6,-0.8,-14.7,-3.7,-0.1,i,1.7
Cc1ccccc1NC(=O)c1cc([N+](=O)[O-])ccc1NCCN1C(=O)CCC1=O,8.7,-18.3,1.8,0.9,-0.1,-2.3,-4.5,-0.5,i,1.1
ON=C1CCCC2CCCCC12 (stereo not given),4.7,1.4,-4.9,-0.1,-0.4,-5.0,4.0,-0.9,i,0.7
CCOC(=O)[C@]12CCC=C1N(Cc1ccc3c(c1)OCO3)C(=O)[C@H](CC(=O)NCc1cccs1)C2,1.0,0.1,6.2,·,0.5,·,·,0.5,·,·
CC(=O)OCc1cc2cccc(C)c2[nH]c1=O,-1.3,-0.3,9.9,-1.1,-0.3,-10.4,0.9,-1.3,i,-4.2
O=C(CCCCn1c(=O)[nH]c2ccccc2c1=O)NCCc1c[nH]c2ccccc12,1.9,-2.7,-7.1,1.5,0.4,-6.6,-2.0,-0.1,i,-2.1
O=c1[nH]c(/C=C/c2cccc(Br)c2)nc2ccccc12,5.7,4.3,0.1,-0.3,-0.2,-10.8,53.0*,2.0,i,22.4
O=C1CC[C@@H](OCc2ccccc2)CCN1CC[C@H](Sc1ccccc1)c1ccccc1,-5.8,7.5,-4.2,-0.5,-0.1,-8.6,-3.1,8.5,i,1.6
